RSV CPE inhibition = RSV antiviral activity via CPE protection, HEp-2 cells, primary 10 µM value included (AID 2391). HEp-2 cells, RSV-induced CPE inhibition; higher % means a stronger effect. hit rate 0.13% among 310,000. CPE inhibition, % at 10 µM; hits with a dose series show IC50 in µM; in the data active = a potency from the dose series; inconclusive = CPE inhibition mostly from about 23% at the one dose, without a potency; inactive = the rest, 99 in 100 with CPE inhibition below about 21%; also: strong numbers were not always called active
UTI89 phage lysis = inhibition of K1F phage lysis, E. coli UTI89, bacterial capsule biogenesis inhibitors, alamar blue (AID 488966) | hit rate 0.02% among 340,000 | one-dose inhibition, % at 100 µM; IC50 in µM for titrated hits | E. coli UTI89 K1F phage lysis, alamar blue, 2 h; higher % means a stronger effect;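 active = phage lysis inhibition, versus mean bacterial control, above a set limit; inconclusive = no clear call, values can overlap the other calls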;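 also: capsule biogenesis inhibitors block K1F phage lysis so surviving cells raise fluorescence; higher fluorescence means more inhibition of phage lysis; actives were called in the ten point dose series up to 300 µM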
MgcRacGAP inhibition = MgcRacGAP GTPase-activating activity inhibitors, confirmation, biochemical, ADP Hunter fluorescence | MgcRacGAP-stimulated Rac1 GTP hydrolysis, ADP Hunter fluorescence; higher % means a stronger effect; GST-tagged Rac1 F28L mutant substrate | inhibition, % at 30 µM, or IC50 in µM where a hit was titrated | hit rate 0.6% among 340,000 | AID 624330;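 active = first-screen hits whose inhibition reached a set limit at any dose in the follow-up dose series; inconclusive = inhibition above the set first-screen limit but never retested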;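 also: fluorescence reports GDP produced by GAP-driven GTP hydrolysis; strong numbers were not always called active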
Salmonella PhoP GFP = inhibitors of PhoP regulon expression, primary screen, Salmonella Typhimurium, GFP reporter (AID 1863) | S. Typhimurium PhoP-regulated promoter GFP reporter, 4 h; higher % means a stronger effect | inhibition, % at 50 µM; hits with a dose series show IC50 in µM | hit rate 0.16% among 300,000;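 active = inhibition over 29.93%, a cutoff 3 SD above the screen mean, later confirmed by dose response; inconclusive = inhibition over 29.93% but no dose response follow-up; inactive = inhibition at most 29.93% or unconfirmed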;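 also: 0% = low Mg2+ inducing control and 100% = high Mg2+ repressing control; strong numbers were not always called active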
SV40 large T antigen = SV40 large T antigen inhibitors, biochemical (AID 1903). SV40 large T antigen ATPase/helicase inhibition assay; higher % means a stronger effect. inhibition, % at 20 µM, or IC50 in µM where a hit was titrated. hit rate 0.39% among 310,000; in the data active = a potency from the dose series; inconclusive = inhibition mostly from about 32% at the one dose, without a potency; inactive = the rest, 99 in 100 with inhibition below about 32%; also: strong numbers were not always called active
HIV fusion peptide = inhibitors of HIV fusion peptide binding, primary screen, biochemical, uHTS, fluorescence dequenching (AID 1986) | cell-free peptide binding, fluorescence dequenching, 30 min; higher % means a stronger effect | one-dose inhibition, % at 20 µM; IC50 in µM for titrated hits | hit rate 0.3% among 290,000; in the data active = inhibition mostly above about 52%, no sharp cut-off; inactive = mostly below about 76%; also: some results filed as inactive read as strong as hits
GPR55 LPI antagonism = GPR55 antagonists blocking LPI-driven arrestin recruitment, primary screen, imaging, U2OS, beta-arrestin-GFP, LPI agonist (AID 2013) | hit rate 0.13% among 290,000 | inhibition, % at 10 µM, or IC50 in µM where a hit was titrated | U2OS GPR55 beta-arrestin-GFP translocation imaging, LPI antagonism; higher % means a stronger effect;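 active = spots per cell inhibited over 60%, with over 100 cells counted and total cytoplasm intensity under 500,000; inconclusive = wells with under 100 cells, flagged as likely toxic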;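 also: U2OS cells stably carrying GPR55 and arrestin-GFP stimulated by 5 µM LPI near EC80; imaged beta-arrestin-GFP aggregate spots per cell after agonist stimulation; plate controls were LPI-stimulated DMSO wells for no effect and DMSO wells without LPI for full effect; some results filed as inactive read as strong as hits; confirmed hits need IC50 under 10 µM and bright autofluorescent wells are also inconclusive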
Dengue-2 NS5 capping = flavivirus cap methylation enzyme inhibition – biochemical, confirmation dose response, primary screen (AID 588689); hit rate 0.3% among 340,000; Dengue-2 NS5 methyltransferase capping enzyme assay, biochemical; higher % means a stronger effect; inhibition, % at 25 µM; hits with a dose series show IC50 in µM; in the data active = a potency from the dose series; inconclusive = inhibition above about 29% without an active follow-up result
GPR35 arrestin U2OS = inhibition of zaprinast-stimulated GPR35 beta-arrestin translocation – imaging, U2OS, beta-arrestin-GFP, zaprinast agonist, primary screen (AID 2058). inhibition, % at 10 µM, or IC50 in µM where a hit was titrated. U2OS GPR35 beta-arrestin-GFP translocation imaging, zaprinast antagonism; higher % means a stronger effect. hit rate 0.052% among 290,000;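 active = inhibition of at least 50% with at least 30 cells and total cytoplasm GFP at most 10,000,000; inconclusive = under 30 cells or total GFP of 10,000,000 plus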
Active calls of the source: *; ? = inconclusive; / = not tested or not shown; & = joins results of further samples; [ ] = remark or other dose.

SMILES	RSV CPE inhibition	UTI89 phage lysis	MgcRacGAP inhibition	Salmonella PhoP GFP	SV40 large T antigen	HIV fusion peptide	GPR55 LPI antagonism	Dengue-2 NS5 capping	GPR35 arrestin U2OS
OCC[C@H]1C[C@H](O)[C@@H](O)[C@@]2(CCc3ccccc3CO2)O1	2.6%	0.3%	8%	4%	2%	/	/	-6%	/
CC(=O)OC[C@H]1O[C@@H](n2ncc(=O)[nH]c2=O)[C@H](OC(C)=O)[C@@H]1OC(C)=O	?	/	/	2%	5%	1.1%	5%	/	-7%
O=S1(=O)C=C(SCc2cccc(Cl)c2)Nc2ccccc21	6.0%	-0.1%	0%	6%	12%	3.8%	15%	-3%	3%
COc1ccc(/C=C2\SC(=O)N(CC(=O)N(C)C3CCS(=O)(=O)C3)C2=O)cc1 (centres undefined)	2.9%	0.1%	6%	4%	0%	-0.4%	0%	4%	-5%
Cc1cc(C(=O)C[N+]2(C)CCOCC2)c(C)n1-c1ccc(Br)cc1	3.5%	2.2%	7%	4%	-1%	-1.1%	14%	-3%	-12%
CCCn1c(N)c(N(CCOC)C(=O)c2ccc([N+](=O)[O-])cc2Cl)c(=O)[nH]c1=O	0.7%	0.0%	11%	7%	5%	-2.6%	0%	0%	27%
O=C(c1cccc(Cl)c1)N1CCCC(C(=O)N2CCN(c3ccccc3)CC2)C1 (centres undefined)	1.5%	0.1%	5%	-6%	10%	-1.2%	11%	-4%	2%
O=C(COS(=O)c1ccccc1)Nc1cc(Cl)ccc1N1CCOCC1 (centres undefined)	2.4%	0.1%	11%	6%	10%	-0.5%	-2%	-4%	4%
CCOC(=O)N1CCN(Cc2c(F)cccc2F)CC1	1.7%	-0.3%	?	2%	18%	0.3%	-7%	3%	8%
Cc1ccc(Oc2ccc(Oc3ccc(C)cc3)nn2)cc1	3.7%	-0.1%	4%	-1%	3%	0.8%	1%	1%	-3%
N#C/C(=C\c1ccccc1OCC(=O)O)c1nc2ccccc2[nH]1	1.4%	0.1%	5%	11%	3%	0.3%	7%	-4%	-1%
O=C1C2C3C=CC(C3)C2C(=O)N1c1ccccc1 (centres undefined)	1.4%	0.2%	2%	-3%	6%	1.2%	-8%	-8%	-7%
Cc1ccc(C(=O)NCC(=O)OCN2C(=O)c3ccccc3C2=O)cc1C	2.0%	0.3%[50 µM]	0%	/	/	/	/	-6%	/
COc1ccccc1C1/C(=C(/O)c2ccccc2)C(=O)C(=O)N1CC(C)C (centres undefined)	-0.3%	0.3%	6%	9%	7%	-1.6%	14%	4%	-7%
Cn1nccc1C(=O)Nc1cccc(C(F)(F)F)c1	0.0%	-0.1%	-6%	-6%	7%	1.6%	33%	5%	-2%
CCOc1ccc(S(=O)(=O)N2CCCC(C(=O)NCc3ccncc3)C2)cc1 (centres undefined)	1.9%	0.7%[50 µM]	1%	2%	-5%	-0.9%	-6%	-1%	-4%
Cc1ccc(S(=O)(=O)N/N=C\C=C\c2ccccc2)cc1	0.2%	-0.1%	4%	15%	2%	3.3%	13%	-3%	4%
COC(=O)c1ccc(C23CC4(C2)[C@H](CN(Cc2ccc(-c5ccccc5)cc2)[C@@H]4c2ccccc2)C3c2ccccc2)cc1 (some centres undefined)	0.7%	6.2%	6%	3%	6%	3.3%	6%	-18%	-12%
CC1(C)C(c2ccc(Cl)cc2)=[N+]([O-])C2(CCCC/C2=N\O)N1O (centres undefined)	0.6%	6.2%	1%	14%	-4%	1.7%	28%	-3%	14%
CSc1nnc(-c2ccccc2Cl)n1N	0.7%	-0.1%	14%	1%	5%	1.1%	-10%	-6%	-15%
COCCNC(=O)CSc1nnc(NC(=O)C2CC(=O)N(c3ccccc3OC)C2)s1 (centres undefined)	1.0%	-0.2%	10%	-2%	19%	3.5%	-4%	0%	2%
O=C(/C=C/c1ccccc1)NC(=S)Nc1ccc2c3c(cccc13)CC2	1.5%	-0.5%	3%	-9%	15%	1.9%	6%	-2%	-12%
O=C(Nc1cccc2ccccc12)NC1CCCc2ccccc21 (centres undefined)	1.5%	1.4%	4%	-2%	11%	-5.1%	-1%	9%	6%
CC(C)(C)c1ccc(OCC(O)CN2CCOCC2)cc1 (centres undefined)	-1.7%	0.6%	11%	/	14%	/	/	5%	/
COc1ccccc1NC(=O)Nc1cc(NC(=O)Nc2ccccc2OC)c(C)nc1C	1.4%	7.5%	2%	9%	-1%	-0.1%	-3%	-1%	-8%
SMILES	RSV CPE inhibition	UTI89 phage lysis	MgcRacGAP inhibition	Salmonella PhoP GFP	SV40 large T antigen	HIV fusion peptide	GPR55 LPI antagonism	Dengue-2 NS5 capping	GPR35 arrestin U2OS
CCOC(=O)[C@H]1[C@H]2COc3ccc(Br)cc3[C@@H]2N2C(=O)c3cc(Br)ccc3NC(=O)[C@@]12C	3.4%	-0.4%	3%	/	5%	/	/	-3%	/
O=c1cc2c(n[nH]1)CCCC2	1.9%	0.3%	13%	28%	20%	0.4%	5%	-9%	6%
CCc1cc(C(=O)N2CCCC(C(=O)c3cccc(OC(C)C)c3)C2)n(C)n1 (centres undefined)	-1.0%	0.0%	9%	-8%	23%	2.1%	3%	0%	-8%
CN(C)C(=O)c1ccc(Oc2ccc(C(=O)N(C)C)cc2)cc1	0.5%	-0.5%	9%	-6%	24%	-0.3%	9%	-7%	-10%
O=C(CSc1ncnc2c1cnn2-c1ccc(Cl)cc1)NCc1ccc2c(c1)OCO2	0.5%	3.0%[50 µM]	5%	-1%	17%	0.1%	-6%	-3%	2%
CCCn1c(CN2CCCCC2CC)nc2c1c(=O)n(C)c(=O)n2C (centres undefined)	0.8%	1.6%	6%	-6%	15%	-0.8%	8%	-4%	10%
CC(=O)c1ccc(NC(=O)C2CCCN2S(=O)(=O)c2cccs2)cc1 (centres undefined)	2.9%	-0.3%[50 µM]	10%	-9%	12%	/	/	3%	/
CC(O)CCC(=O)NNC1=CC(=O)CC(C)(C)C1 (centres undefined)	-0.1%	/	/	-2%	9%	0.7%	13%	/	4%
O=C(Nc1ccc(Cl)cc1F)c1cccc2ccccc12	4.0%	-0.1%	9%	-1%	25%	-0.2%	5%	-8%	-8%
C#CCOCCOCCOCCNc1nc(N2CCN(C(=O)Cn3cc(CCCN=C(N)N)nn3)CC2)nc(N2CCN(C(=O)Cn3cc(CCCN=C(N)N)nn3)CC2)n1	/	/	/	-5%	-5%	0.9%	6%	/	-12%
O=C(NC1=NCCS1)c1ccc2c(c1)C(=O)N(Cc1ccco1)C2=O	/	-0.5%	13%	13%	1%	0.7%	0%	5%	-6%
COc1cc2c(cc1OC)C(C(=O)NCc1ccco1)C1c3ccccc3CCN1C2=O (centres undefined)	1.3%	0.0%	2%	0%	6%	3.3%	31%	2%	4%
CCOC(=O)C1=C(Nc2ccccc2)CC(C)(O)C(C(=O)OCC)C1c1ccc(Cl)cc1 (centres undefined)	1.9%	-4.5%&4.4%	2%&7%	8%	7%	0.6%	24%	5%&-11%	10%
O=C(NCCCn1ccnc1)c1ccc(F)cc1	-1.8%	0.2%	8%	-9%	-4%	-0.1%	4%	4%	0%
Cc1ccc(OCCC(=O)Nc2ccccc2C(=O)N2CCCCC2)cc1	0.9%	0.8%[50 µM]	15%	1%	5%	/	/	-6%	/
COc1ccccc1C(=O)NCC(=O)N/N=C/c1cn[nH]c1-c1ccccc1	-0.1%	0.1%	6%	-3%	6%	-1.9%	-16%	-2%	-11%
Cc1nc(NC(=O)c2ccccc2)sc1C	1.3%	0.4%	11%	-6%	8%	0.9%	16%	/	11%
Cc1cc(S(=O)(=O)NC(C)C)ccc1OCC(=O)N1CCOCC1	1.5%	5.7%	0%	-23%	28%	4.0%	-4%	-2%	9%
COc1ccc(CCN(C)c2ncnc3sccc23)cc1OC	10%	0.1%	0%	8%	-10%	0.6%	8%	-16%	2%
O=C(c1cc2ccccc2o1)N1CC=C(c2ccccc2)CC1	2.3%	-2.1%	-16%	-5%	14%	1.0%	-2%	14%	16%
O=C(CN1CCN(S(=O)(=O)c2ccc3ccccc3c2)CC1)N1CCc2ccccc2C1	35%	0.1%	11%	11%	0%	-2.2%	-17%	8%	-2%
CCc1ccc2nc(N3C(=O)c4oc5ccccc5c(=O)c4C3c3ccc(OC)c(OC)c3)sc2c1 (centres undefined)	1.5%	/	/	10%	-4%	-0.4%	8%	/	-6%
CC(=O)Nc1ccc(N/C=C/C(=O)c2ccc(Br)cc2)cc1	3.2%	0.8%	7%	0%	7%	7.6%	-12%	-3%	-3%
CC(OC(=O)C(NC(=O)c1ccco1)C(C)C)C(=O)Nc1ncc(Cl)cc1Cl (centres undefined)	-0.2%	0.4%	11%	-7%	-2%	-0.3%	6%	-8%	10%
COc1cccc(CN2CCNC(=O)C2CC(=O)N(C)CC2CCOCC2)c1OC (centres undefined)	2.7%	0.9%	0%	-4%	7%	2.3%	2%	5%	8%
SMILES	RSV CPE inhibition	UTI89 phage lysis	MgcRacGAP inhibition	Salmonella PhoP GFP	SV40 large T antigen	HIV fusion peptide	GPR55 LPI antagonism	Dengue-2 NS5 capping	GPR35 arrestin U2OS
O=C(NCC(c1cccnc1)N1CCN(c2ccccc2F)CC1)C1CCCCC1 (centres undefined)	-2.1%	-0.1%	9%	-8%	6%	-1.9%	-9%	-5%	3%
CCCCC1C2=C(CCCC2=O)OC2=C1C(=O)CCC2	2.2%	2.7%	5%	9%	5%	-0.1%	5%	-4%	4%
COCC(COS(N)(=O)=O)C(C)C (centres undefined)	1.4%	0.0%	-1%	4%	11%	-1.0%	0%	-2%	-1%
O=C(COc1ccccc1Cl)NCc1ccco1	1.2%	0.2%	6%	0%	12%	-2.0%	15%	4%	11%
Cc1ccc(S(=O)(=O)N(C)CC(=O)NCC(c2ccc(F)cc2)N2CCOCC2)cc1 (centres undefined)	0.9%	0.2%[50 µM]	5%	/	/	/	/	-2%	/
Cc1c(C)c2ccc(OCC(=O)N3CCN(c4ccccc4)CC3)cc2oc1=O	1.8%	-0.1%	7%	-6%	12%	0.5%	0%	-5%	2%
CCCCCCn1cnc2c(oc3nc4c(cc32)CCCC4)c1=O	21%	0.2%	0%	-10%	19%	0.5%	9%	2%	-1%
O=C(Nc1ccc(Cl)c([N+](=O)[O-])c1)C(Sc1ccccc1)c1ccccc1 (centres undefined)	1.0%	-0.7%[50 µM]	6%	-5%	7%	-0.6%	19%	2%	-13%
